DDE Tn6 FP inh: inhibitors of Tn6 peptide binding to fibrin DD(E), primary screen, biochemical, fluorescence polarization, human fibrin, Tn6 probe | inhibition, % at 8.3 µM | Fibrin DD(E) TRITC-Tn6 fluorescence polarization displacement | hit rate 0.21% among 370,000 | Fibrinogen beta chain (Homo sapiens), P02675;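 active = inhibition above a per-campaign cutoff: mean of compounds within control limits plus 3 SD, cut at about 15% in these data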;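 note: 0% = median of all compound wells on the plate and 100% = blocking peptide control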
ADAM10 inh: human ADAM10 inhibitors, primary screen, biochemical, QFRET, HTS; Disintegrin and metalloproteinase domain-containing protein 10 (Homo sapiens), O14672; recombinant ADAM10, EDANS/DABCYL FRET peptide cleavage, 3 h; inhibition, % at 7 µM; hit rate 0.62% among 370,000;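 active = inhibition above a per-campaign cutoff equal to the mean of compounds falling between control-based bounds plus 3 SD, cut at about 20% in these data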;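 note: 0% = DMSO wells while the 100% control is not disclosed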
ADAM17 inh: ADAM17 inhibitors, primary screen, biochemical, QFRET | hit rate 0.83% among 370,000 | Disintegrin and metalloproteinase domain-containing protein 17 (Homo sapiens), P78536 | AID 720648, 2013 | inhibition, % at 6.95 µM | recombinant ADAM17, EDANS/DABCYL FRET peptide cleavage;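 active = inhibition above the mean of compounds lying between control limits plus 3 SD, set per campaign, cut at about 8.5% in these data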;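 note: 0% = DMSO-only wells as the low control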
LEDGF integ inh: blockers of LEDGF/p75-dependent integrase strand transfer – biochemical, TR-FRET, high throughput, primary screen | HIV-1 integrase (with human LEDGF/p75) | TR-FRET IN-LEDGF/p75 DNA integration, Eu/Cy5 | inhibition, % at 3.7 µM | hit rate 0.64% among 370,000 | AID 743269, 2014;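 active = inhibition above the screen-wide mean plus 3 SD, cut at about 13% in these data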;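 note: signal is the Cy5 over europium emission ratio at 671 and 618 nm; 0% = plate median of compound wells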
KLK7 zymogen act: proKLK7 zymogen activators, primary screen, biochemical, fluorescence intensity. Kallikrein-7 (Homo sapiens), P49862. purified proKLK7, EDANS-DABCYL substrate fluorescence; 100% is mature enzyme control, 0% vehicle. activation, % at 7 µM. hit rate 0.9% among 370,000;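 active = activation above the mean of all tested compounds plus 3 SD, computed per campaign excluding outliers beyond control limits, cut at about 13% in these data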
DDE Tn7 FP inh: inhibitors of Tn7 peptide binding to fibrin DD(E), primary screen, biochemical, fluorescence polarization, human fibrin, Tn7 probe. FP displacement of FITC-Tn7 peptide from fibrin DD(E); 0% = median of compound wells per plate. AID 720508, 2013. Fibrinogen beta chain (Homo sapiens), P02675. inhibition, % at 8.3 µM. hit rate 0.13% among 370,000;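 active = inhibition above the mean of compounds falling within the control limits plus 3 SD of them, cut at about 14% in these data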;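 note: 0% = plate median of compound wells and 100% = 10 µM Aha-Tn7 peptide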
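Test system: human clot-derived fibrin DD(E) complex / Quantity: 2 µM final DD(E) protein / Incubation: 10 min plus 3 h, room temperature / Measured by: fluorescence polarization / Benchmarks: high control of 10 µM Aha-Tn7 peptide / Replicates: singlicate testing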
PLC-gamma1 inh: PLC-gamma1 enzyme inhibitors, primary screen, biochemical, fluorescence, purified enzyme; 1-phosphatidylinositol 4,5-bisphosphate phosphodiesterase gamma-1 (Homo sapiens), P19174; fluorogenic substrate; inhibition, % at 12.2 µM; hit rate 0.84% among 370,000; in the data active = inhibition above about 9.5%
Target sequence (P19174 whole entry, looked up): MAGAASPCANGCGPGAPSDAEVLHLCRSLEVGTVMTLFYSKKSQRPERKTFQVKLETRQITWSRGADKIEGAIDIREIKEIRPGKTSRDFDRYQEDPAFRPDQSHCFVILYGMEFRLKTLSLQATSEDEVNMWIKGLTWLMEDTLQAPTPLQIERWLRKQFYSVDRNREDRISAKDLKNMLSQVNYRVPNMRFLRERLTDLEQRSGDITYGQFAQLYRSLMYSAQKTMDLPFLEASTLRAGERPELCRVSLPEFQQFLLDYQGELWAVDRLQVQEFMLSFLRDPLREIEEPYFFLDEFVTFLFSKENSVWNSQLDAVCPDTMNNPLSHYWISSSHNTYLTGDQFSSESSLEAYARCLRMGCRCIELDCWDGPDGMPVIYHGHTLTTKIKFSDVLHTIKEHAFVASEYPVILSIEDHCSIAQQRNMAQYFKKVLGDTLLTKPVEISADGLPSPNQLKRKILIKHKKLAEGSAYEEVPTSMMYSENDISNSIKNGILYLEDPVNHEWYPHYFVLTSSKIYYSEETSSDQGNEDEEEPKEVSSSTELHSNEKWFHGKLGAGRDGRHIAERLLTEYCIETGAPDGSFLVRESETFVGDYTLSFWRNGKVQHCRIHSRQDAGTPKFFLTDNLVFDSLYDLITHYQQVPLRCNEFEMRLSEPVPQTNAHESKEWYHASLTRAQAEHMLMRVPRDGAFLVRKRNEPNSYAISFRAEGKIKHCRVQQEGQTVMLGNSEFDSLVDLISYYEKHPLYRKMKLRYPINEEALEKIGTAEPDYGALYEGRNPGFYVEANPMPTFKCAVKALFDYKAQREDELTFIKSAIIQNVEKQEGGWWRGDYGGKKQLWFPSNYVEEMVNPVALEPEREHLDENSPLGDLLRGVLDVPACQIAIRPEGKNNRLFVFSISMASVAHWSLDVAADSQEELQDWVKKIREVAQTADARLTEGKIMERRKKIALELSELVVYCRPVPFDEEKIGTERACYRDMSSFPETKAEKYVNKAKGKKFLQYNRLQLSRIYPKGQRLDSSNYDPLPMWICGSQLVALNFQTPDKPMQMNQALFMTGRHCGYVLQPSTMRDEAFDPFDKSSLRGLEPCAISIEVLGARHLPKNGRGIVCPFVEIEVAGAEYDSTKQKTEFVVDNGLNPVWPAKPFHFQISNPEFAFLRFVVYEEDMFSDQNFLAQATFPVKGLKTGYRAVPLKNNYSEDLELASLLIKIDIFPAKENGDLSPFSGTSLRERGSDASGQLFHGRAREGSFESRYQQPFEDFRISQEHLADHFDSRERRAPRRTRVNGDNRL
TDP2 inh: human TDP2 enzyme inhibitors, primary screen, biochemical, epi absorbance, recombinant enzyme | T5PNP hydrolysis, p-nitrophenol absorbance 415 nm | hit rate 0.34% among 370,000 | inhibition, % at 12.8 µM | AID 720702, 2013;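 active = inhibition above the mean of all tested compounds plus 3 SD, set per campaign, cut at about 25% in these data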;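 note: 0% = DMSO with enzyme and 100% = buffer with substrate but no TDP2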
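System: recombinant human TDP2 / Amount: 120 nM TDP2 per well / Also added: 5 mM T5PNP chromogenic substrate / Doses: 12.8 µM single point, 1% DMSO / Incubation: 2 h at 37 °C / Detection: p-Nitrophenol epi absorbance / Evaluation: % inhibition relative to enzyme-containing and enzyme-free wells / Repeats: singlicate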
ARFGAP1 inh: inhibitors of rat ARFGAP1 GAP activity, primary screen, biochemical, fluorescence polarization, GDP tracer; ADP-ribosylation factor GTPase-activating protein 1 (Rattus norvegicus), Q62848; Arfgap1-stimulated ARF1 GTP hydrolysis, GDP FP detection; inhibition, % at 16.5 µM; hit rate 0.26% among 360,000; AID 651572, 2012;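 active = inhibition above a per-plate limit, mean inhibition of low control wells plus 3 SD, cut at about 25% in these data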;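 note: 0% = DMSO wells with enzyme and 100% = wells lacking Arfgap1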
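Material: rat Arfgap1 catalytic domain, aa 1-136; also added: human ARF1(Δ1-17)-GTP substrate; compound dosing: one concentration, 16.5 µM, DMSO 1.26%; incubation: GTP hydrolysis reaction 2 h at 25 °C; measured by: Tracer-displacement fluorescence polarization with EDTA stop, 620/688 nm; evaluation: % inhibition from polarization; repeats: one replicate per compound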
ASAP1 inh: inhibitors of human ASAP1 ArfGAP activity, primary screen, biochemical, fluorescence polarization | AID 624377, 2012 | inhibition, % at 16.5 µM | hit rate 0.19% among 360,000 | ASAP1-stimulated ARF1 GTP hydrolysis, GDP FP detection | Arf-GAP with SH3 domain, ANK repeat and PH domain-containing protein 1 (Homo sapiens), …; in the data active = inhibition above about 25%;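 note: 0% = vehicle with enzyme and substrate and 100% = no enzyme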
Numbers without * were called inactive; & = joins results of further samples; ! = not active in a repeat.

SMILES	DDE Tn6 FP inh	ADAM10 inh	ADAM17 inh	LEDGF integ inh	KLK7 zymogen act	DDE Tn7 FP inh	PLC-gamma1 inh	TDP2 inh	ARFGAP1 inh	ASAP1 inh
Nc1scc2c(C(=O)N/N=C/c3ccc(Cl)cc3)nn(-c3ccccc3)c(=O)c12	6.9	-0.8	-2.7	13.4*	0.2	3.5	-0.6	24.2	5.8	-1.6
COc1ccc(CN2CCN(S(=O)(=O)c3ccccc3)CC2)c(OC)c1	1.8	-0.4	1.0	1.0	0.2	10.8	-1.0	-9.9	3.2	-2.5
Cc1ccccc1OCc1nnc(SCCN2CCCC2)n1-c1ccccc1	6.9	-9.9	-0.5	-4.5	-0.4	-1.1	0.3	-11.1	-1.6	-8.0
CC(C(=O)N1CCCC1)N1CCN(S(=O)(=O)c2ccc(C(C)(C)C)cc2)CC1 (centres undefined)	2.8	-2.3	0.2	2.8	0.1	0.9	-3.0	3.7	5.2	0.7
COc1cc(/C=N/n2cnnc2)ccc1OC(=O)c1ccncc1	-0.1	-6.0	-2.3	-3.1	2.0	-10.7	0.8	9.9	1.0	13.7
Cc1ccc(C(=O)N2CCc3cc4c(cc3C2C)OCCCO4)cc1 (centres undefined)	4.4	-62.9	-18.9	-0.5	12.9*	4.5	-55.7	5.3	-3.3	-5.4
COc1ccc(CC(N)c2csc(Nc3nccc(C(F)(F)F)n3)n2)cc1 (centres undefined)	-4.1	-5.9	-3.1	-1.4	0.4	-0.1	1.6	4.0	5.2	8.1
O=C(CSc1nnc(Cc2ccccc2)n1-c1ccc(Cl)cc1)N1CCOCC1	0.4	-7.1	-2.0	-3.8	0.4	-0.1	0.6	9.6	-5.8	6.1
Cn1c(O)c(N=NC(=O)c2cccc(S(=O)(=O)N3CCCCC3)c2)c2ccccc21	-4.0	8.6	2.2	1.6	0.3	3.4	3.7	-5.0	-7.5	-8.2
CCC1CCCCN1C(=O)CSC1=NN2CCCC(=O)N=C2S1 (centres undefined)	9.5	4.9	-1.5	3.4	0.0	3.1	3.9	-0.5	4.3	-1.9
COCCn1cc(C(=O)N2CCN(C)CC2)c2c3ccccc3n(C)c2c1=O	3.5	-372.8	-132.2	-0.9	0.2	6.9	-20.3	7.2	-5.1	0.5
Cc1ccc2cccc(Oc3ccc([N+](=O)[O-])cc3[N+](=O)[O-])c2n1	-3.5	-2.2	-1.1	-2.2	0.7	5.7	1.5	-1.4	-2.0	8.6
O=C(CSc1nnc2c(Cl)cc(C(F)(F)F)cn12)Nc1ccc2c(c1)OCO2	5.2	3.6	0.0	1.6	-0.3	-0.8	6.2	7.5	6.9	-11.9
CC1=Nc2ccc(C)cc2/C1=C/c1c(N)n2oc(C)cc2nc1=O	-0.9&-15.3	-28.2&-57.4	-18.8&-14.6	-3.9&-4.4	47.9*!	4.2&-1.6	-8.5&-9.3	3.1&-3.9	-3.7&12.3	7.5&3.4
Cc1ccc(NC(=O)N(C2CCCCC2)C(C)c2cccnc2)cc1C (centres undefined)	-3.7	-5.2	-3.6	-1.3	0.1	-4.1	1.7	8.2	-0.5	6.1
CC(C)c1ccccc1-n1c(SCC(=O)N2CCc3ccccc3C2)nc2ccccc2c1=O	-8.4	14.4	3.7	1.4	0.1	-2.7	5.0	-4.3	2.6	7.5
Cc1ccc2oc(=O)ccc2c1	-3.7	-8.1	-6.5	-0.9	0.4	2.9	-2.8	9.9	1.1	-1.0
Cc1ccc(NS(=O)(=O)c2cccc3nsnc23)cc1	9.9	6.4	-0.2	0.8	-0.2	3.4	0.2	-10.7	-2.9	-4.1
COc1ccccc1NC(=O)c1ccc2snnc2c1	-0.3	2.5	1.0	0.0	-0.1	-4.5	2.9	-13.7	1.2	16.9
COc1cc(CNC2CCCC2)cc(OC)c1OC	1.8	2.5	-2.6	-0.7	0.1	-1.7	1.2	4.5	5.5	10.3

Reprinted at random: 2 compounds from above
SMILES	DDE Tn6 FP inh	ADAM10 inh	ADAM17 inh	LEDGF integ inh	KLK7 zymogen act	DDE Tn7 FP inh	PLC-gamma1 inh	TDP2 inh	ARFGAP1 inh	ASAP1 inh
CC1=Nc2ccc(C)cc2/C1=C/c1c(N)n2oc(C)cc2nc1=O	-0.9&-15.3	-28.2&-57.4	-18.8&-14.6	-3.9&-4.4	47.9*!	4.2&-1.6	-8.5&-9.3	3.1&-3.9	-3.7&12.3	7.5&3.4
CC(C)c1ccccc1-n1c(SCC(=O)N2CCc3ccccc3C2)nc2ccccc2c1=O	-8.4	14.4	3.7	1.4	0.1	-2.7	5.0	-4.3	2.6	7.5

The results go on:
SMILES	DDE Tn6 FP inh	ADAM10 inh	ADAM17 inh	LEDGF integ inh	KLK7 zymogen act	DDE Tn7 FP inh	PLC-gamma1 inh	TDP2 inh	ARFGAP1 inh	ASAP1 inh
C#CCOn1c(-n2nc(C)cc2C)nc2ccccc2c1=O	1.4	8.4	3.3	2.2	-0.8	-2.5	10.3*	-19.2	-11.9	8.9
COc1ccccc1C(=O)NNC(=O)c1ccc(NS(=O)(=O)c2cccs2)cc1	0.1	-1.2	0.3	-2.1	0.3	2.6	-3.7	-6.0	17.3	-0.1
C/C(=C\C(=O)c1ccccc1)Nc1ccc(O)cc1	17.0*	-24.5	-9.9	20.5*	0.0	-5.9	-24.4	21.3	10.6	12.7
CN1CCN(S(=O)(=O)c2ccc(NC(=S)NC(=O)c3ccc(Cl)cc3)cc2)CC1	-1.2	2.1	1.3	-0.2	1.1	3.1	-0.8	3.2	11.8	8.6
O=C(/C=C/c1ccc([N+](=O)[O-])cc1)Nc1ncc([N+](=O)[O-])s1	0.4	3.5	-2.6	-0.1	0.6	-1.0	-1.5	5.9	5.0	-6.5
Cc1ccc(N2CCN(/N=C/c3sccc3C)CC2)cc1	-0.1	-5.3	-1.0	-2.0	0.3	0.3	-0.5	3.3	-1.8	-1.4
COc1cc(OC)cc(C(=O)N2CCN(Cc3ccccc3[N+](=O)[O-])CC2)c1	-2.3	2.8	1.4	1.3	-0.3	-2.6	6.8	-1.3	7.7	17.0
O=C1C(=O)N(CCCN2CCOCC2)C(c2cccs2)/C1=C(/O)c1ccc2c(c1)OCO2 (centres undefined)	-6.6	-16.4	-8.4	1.6	0.5	-0.9	-8.2	5.3	-2.8	7.0
CN1CCN(C(=O)C2CCC(=O)N(Cc3cccc(C(F)(F)F)c3)C2)CC1 (centres undefined)	-3.1	-7.6	-2.5	-5.2	-0.6	3.1	4.8	-6.6	8.4	4.4
COC(=O)c1cc(C(=O)Nc2nnc(CC(C)(C)C)s2)cc([N+](=O)[O-])c1	9.3	2.3	1.2	-3.3	-0.2	0.7	0.6	-5.8	-13.4	-24.0

Compound profiles, as listed above. Screens in order: DDE Tn6 FP inh	ADAM10 inh	ADAM17 inh	LEDGF integ inh	KLK7 zymogen act	DDE Tn7 FP inh	PLC-gamma1 inh	TDP2 inh	ARFGAP1 inh	ASAP1 inh
Shown for Cc1ccc2oc(=O)ccc2c1 = -3.7	-8.1	-6.5	-0.9	0.4	2.9	-2.8	9.9	1.1	-1.0
Shown for CC1=Nc2ccc(C)cc2/C1=C/c1c(N)n2oc(C)cc2nc1=O = -0.9&-15.3	-28.2&-57.4	-18.8&-14.6	-3.9&-4.4	47.9*!	4.2&-1.6	-8.5&-9.3	3.1&-3.9	-3.7&12.3	7.5&3.4

Next section:
SMILES	DDE Tn6 FP inh	ADAM10 inh	ADAM17 inh	LEDGF integ inh	KLK7 zymogen act	DDE Tn7 FP inh	PLC-gamma1 inh	TDP2 inh	ARFGAP1 inh	ASAP1 inh
CCC(OCC(O)CN1CCCCC1)c1ccccc1 (centres undefined)	-3.4	-2.7	-6.1	-4.4	0.2	-5.1	1.0	6.1	-1.2	-13.0
CCN1/C(=C/C(C)=C/c2sc3ccccc3[n+]2CC)Sc2ccccc21	-16.7&-32.9	1.6&-6.8	6.6&-6.2	2.6&-1.7	0.2&0.0	-4.4&-1.1	-3.8&-3.4	-9.4&1.1	6.3&5.6	10.2&6.4
Cc1ccccc1-c1cccc2c3c([nH]c12)[C@@H]1C[C@H]2[C@@H](C(=O)N1CC3)[C@H](C)ON2C	-3.3	-437.7	-107.6	0.6	-24.3	-1.6	-220.2	-2.8	10.8	-2.4
CCC(C)CCN1C(N(C)C)=NC[C@@H]1C (some centres undefined)	-0.5	9.4	-1.9	-1.6	0.3	5.8	2.4	-10.0	5.3	10.1
Cc1cccc(NS(=O)(=O)c2ccc3c(c2)OCCO3)c1	5.7	-1.4	-2.8	-3.3	-0.2	-1.4	-3.3	7.7	7.0	4.9
O=C(Nc1ccc(F)c(Cl)c1)Nc1nnc([C@H]2C[C@H](O)[C@@H](CO)O2)s1	-9.8	-9.9	-5.2	2.1	0.1	3.7	1.2	0.0	7.5	11.4
CCOc1ccc(S(=O)(=O)N2CCCC(C(=O)Nc3cc(C)cc(C)c3)C2)cc1 (centres undefined)	2.2	-5.2	-4.2	-3.2	-0.3	-4.3	-1.0	-0.3	-7.2	-3.8
CCOC(=O)c1c(S(=O)(=O)NCC(=O)Nc2cccc(F)c2)c(C)n(C)c1C	-8.9	13.5	-3.1	3.1	-0.9	0.1	3.9	9.3	14.1	-11.0
CCOC(=O)c1c(C)n(CC)c2c1cc(O)c1ccccc12	10.0	-7.8	-2.5	-1.4	0.2	-3.8	-6.0	-1.4	-0.5	-8.8

Looked up above.
CCOC(=O)c1c(S(=O)(=O)NCC(=O)Nc2cccc(F)c2)c(C)n(C)c1C @ LEDGF integ inh = 3.1
CCC(C)CCN1C(N(C)C)=NC[C@@H]1C (some centres undefined) @ ADAM10 inh = 9.4

Bioassay records: PubChem, The Scripps Research Institute Molecular Screening Center
